# MsrA act: activators of bovine methionine sulfoxide reductase A; purified bovine MsrA, absorbance read-out; activation, % at 10.6 µM; hit rate 0.3% among 360,000; in the data active = activation above about 7.5%;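 note: 0% = vehicle and 100% = reference activator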
# NRP1-CendR mod: NRP-1/CendR interaction modulation; O14786; FAM-RPARPAR peptide binding to NRP-1, fluorescence polarization; inhibition, % at 25 µM; hit rate 0.85% among 360,000;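 active = inhibition or corrected inhibition above about 18%, plus a signal ratio from 0.5 to 1.5, limit read from the data, passing the limit was not always enough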; note: strong numbers were not always called active
# SUMO1-SIM PPI: alters human SUMO1 binding to SIM partners | P63165 | SUMO1 binding to a labelled peptide, TR-FRET, 1 h | inhibition, % at 20 µM | hit rate 0.33% among 360,000 | AID 602429; in the data active = inhibition above about 37%
# Target sequence (P63165 whole entry, looked up): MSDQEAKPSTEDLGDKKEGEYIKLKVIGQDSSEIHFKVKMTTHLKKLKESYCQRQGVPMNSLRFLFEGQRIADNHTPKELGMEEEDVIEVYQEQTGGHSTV
# eLon inh: E. coli protease La inhibition. P0A9M0. hit rate 0.42% among 360,000. purified E. coli Lon protease, fluorescence polarization. AID 602123. inhibition, % at 7.94 µM; in the data active = inhibition above about 13%, passing the limit was not always enough;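 note: 0% = enzyme with probe and DMSO and 100% = no enzyme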
# TbMetRS inhib: blocks T. brucei methionyl-tRNA synthetase activity. hit rate 0.4% among 360,000. purified T. brucei MetRS, ATP depletion, Kinase-Glo luminescence. inhibition, % at 11.9 µM;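 active = inhibition above a per-plate cutoff of the control wells' mean inhibition plus 3 SD, cut at about 5.5% in these data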;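 note: 0% = DMSO wells median and 100% = median of wells with control inhibitor compound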
#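 Dosing: 11.9 µM single point; system: parasite MetRS enzyme; technique: luminescence of leftover ATP; times: 15 min enzyme-compound preincubation, 2 h reaction, 10 min detection, 25 °C; replicates: each compound tested once; read-out basis: percent inhibition relative to median high and low control wells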
# LMPTP block: blocks human LMPTP phosphatase; P24666; recombinant LMPTP-A, OMFP fluorogenic substrate, fluorescence intensity; inhibition, % at 20 µM; hit rate 0.22% among 360,000;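 active = compounds that cut the enzyme signal by at least half of the control window in the single-dose screen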;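 note: plate controls were DMSO wells with enzyme plus substrate for no effect and substrate without enzyme for full effect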
# Target sequence (P24666 whole entry, looked up): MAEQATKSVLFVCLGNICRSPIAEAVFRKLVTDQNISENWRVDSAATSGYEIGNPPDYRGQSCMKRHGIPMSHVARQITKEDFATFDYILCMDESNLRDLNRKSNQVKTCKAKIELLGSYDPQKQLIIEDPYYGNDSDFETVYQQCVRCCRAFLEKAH
#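 Assay system: LMPTP-A phosphatase enzyme | Input: 0.625 nM enzyme | Also added: Fluorogenic phosphatase substrate OMFP at 400 µM final | Compound dosing: One test concentration per compound, 20 µM, with 3% DMSO overall | Schedule: 50 min enzyme reaction at room temperature, protected from light | Signal: Fluorescence intensity | Benchmarks: no-enzyme and uninhibited controls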
# MsrA inhibitor: inhibits bovine methionine sulfoxide reductase A; inhibition, % at 15.5 µM; hit rate 0.75% among 360,000; AID 651718; purified bovine MsrA, absorbance read-out; in the data active = inhibition above about 4.5%;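 note: 0% = vehicle wells with enzyme and 100% = reference inhibitor wells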
# Scp1 inh: Scp-1 (human) phosphatase inhibition. Recombinant Scp1, phosphopeptide, malachite green phosphate absorbance. inhibition, % at 20 µM. hit rate 0.88% among 340,000;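 active = inhibition above about 50% at 20 µM, limit read from the data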;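 note: plate controls were DMSO wells with enzyme for no effect and wells lacking enzyme for full effect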
# Target sequence (Q9GZU7 76-261 limits assumed): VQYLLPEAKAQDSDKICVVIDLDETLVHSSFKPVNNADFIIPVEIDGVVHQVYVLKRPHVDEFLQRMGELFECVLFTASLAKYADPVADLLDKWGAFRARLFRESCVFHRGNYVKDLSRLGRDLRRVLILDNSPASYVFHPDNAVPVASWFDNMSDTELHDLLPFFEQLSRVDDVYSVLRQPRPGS
#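 Test system: SCP-1 phosphatase catalytic domain, residues 76-261 | Compound dosing: One concentration, 20 µM, with 1.0% DMSO | Schedule: 45 min room-temperature reaction, 5 min colour, 30 min stabiliser | Detection: Absorbance at 630 nm | Read-out basis: % inhibition of SCP-1 phosphate liberation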
# DNMT1 block: inhibitors of human DNMT1; P26358; DNMT1 molecular beacon, Hinp1I cleavage, fluorescence; inhibition (reported as % activation of signal), % at 10 µM; hit rate 0.83% among 360,000; in the data active = inhibition above about 50%
# STEP inh: STEP (human) phosphatase inhibition; P54829; recombinant STEP, OMFP fluorogenic substrate, fluorescence; inhibition, % at 20 µM; hit rate 0.25% among 360,000;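 active = inhibition at 20 µM, scaled per plate between control wells, above about 37%, limit read from the data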;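 note: 0% = DMSO with enzyme and substrate and 100% = substrate only without enzyme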
# Target sequence (P54829 whole entry, looked up): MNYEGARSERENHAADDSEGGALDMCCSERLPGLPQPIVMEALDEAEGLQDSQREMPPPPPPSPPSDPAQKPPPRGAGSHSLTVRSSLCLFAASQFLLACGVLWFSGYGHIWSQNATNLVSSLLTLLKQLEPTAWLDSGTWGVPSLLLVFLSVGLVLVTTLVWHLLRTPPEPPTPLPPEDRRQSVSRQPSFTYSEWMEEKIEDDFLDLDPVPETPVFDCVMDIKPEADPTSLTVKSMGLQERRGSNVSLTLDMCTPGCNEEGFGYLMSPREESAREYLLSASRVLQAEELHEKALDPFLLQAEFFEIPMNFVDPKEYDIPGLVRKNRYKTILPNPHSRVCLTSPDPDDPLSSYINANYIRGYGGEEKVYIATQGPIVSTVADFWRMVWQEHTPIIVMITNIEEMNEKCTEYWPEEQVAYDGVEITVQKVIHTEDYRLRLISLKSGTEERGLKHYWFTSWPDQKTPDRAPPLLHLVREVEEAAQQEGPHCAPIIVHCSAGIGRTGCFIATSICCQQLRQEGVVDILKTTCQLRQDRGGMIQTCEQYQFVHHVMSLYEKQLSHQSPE
#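 medium = Bis-Tris buffer pH 6.0, 2.5 mM DTT, 0.005% Tween 20 | test system = STEP (striatal-enriched tyrosine phosphatase) enzyme, cell-free | measure = normalized % inhibition | compound dosing = 20 µM, 1% DMSO | also added = 25 µM OMFP | schedule = reaction 20 min, ambient temperature | measured by = fluorescence read at 480 nm ex / 540 nm em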
# Numbers without * were called inactive; · = not tested or not shown. An unsorted share of the library. About 4.3% of those tested had a hit in this group.
structure	MsrA act	NRP1-CendR mod	SUMO1-SIM PPI	eLon inh	TbMetRS inhib	LMPTP block	MsrA inhibitor	Scp1 inh	DNMT1 block	STEP inh
CC[C@H](C)[C@@H]1OC(=O)[C@@H](C)[C@@H](CC)NC(=O)[C@H](C)N(C)C(=O)C(C)(C)C(=O)C(C)NC(=O)[C@H](Cc2ccccc2)N(C)C(=O)[C@H](C(C)C)N(C)C(=O)CNC(=O)[C@H](CC(C)C)N(C)C(=O)CNC1=O (some centres undefined)	2.2	-11.0	-2.2	10.1	-0.5	-1.8	·	·	-6.1	-1.9
CC(C)NC1=C(Cl)C(=O)c2ccccc2C1=O	2.2	7.7	-20.7	-2.5	-0.6	4.6	-0.8	-5.6	-9.8	2.6
O=C1CCc2cc(S(=O)(=O)NC(C(=O)N3CCN(c4ccccn4)CC3)c3ccccc3)ccc2N1 (centres undefined)	-1.4	-5.0	1.7	10.8	-0.8	-0.1	1.5	1.7	-0.8	0.1
COc1ccccc1NC(=O)C(=O)c1cn(CC(=O)N2CCOCC2)c2ccccc12	-3.4	14.3	-14.3	-8.1	0.3	1.5	2.2	0.0	3.2	1.2
Cc1noc(C)c1NC(=O)N(C)C[C@H]1Oc2ccc(NC(=O)NC(C)C)cc2C(=O)N([C@H](C)CO)C[C@H]1C	-13.3	0.9	4.7	2.4	-0.5	-0.1	0.7	10.3	4.8	-1.8
COC(=O)CCCC(=O)OC	-0.5	-6.2	-1.4	-10.8	-1.5	-0.8	-0.1	9.5	0.4	-0.2
NC(=S)N/N=C/c1ccc(/C=N/NC(N)=S)cc1	-5.2	-15.3	-13.1	-11.4	-0.1	9.5	10.0*	0.2	-0.9	2.0
Cc1nc(SCc2ccc(O)c([N+](=O)[O-])c2)n[nH]1	-1.2	-2.7	-9.3	1.7	0.4	-3.6	0.3	1.5	0.1	-0.1
CCCNC(=O)c1[nH]c(C)c(C(C)=O)c1C	-0.9	-17.6	3.2	-12.7	0.5	0.4	0.0	-8.7	3.7	-6.3
CN(C)NC(=S)Nc1ccc2nc(-c3ccccn3)c(-c3ccccn3)nc2c1	-12.8	16.8	-21.1	15.3	-0.8	-0.7	2.5	0.3	0.1	-0.7
CCOC(=O)c1c(CN2CCOCC2)n(-c2ccccc2)c2cc(Br)c(O)c(CN(C)C)c12	-2.4	4.6	0.7	-0.3	-1.2	-1.5	-0.3	-9.1	-4.6	-0.9
O=c1c2ccccc2nc2n1C1(CCCCC1)Cc1ccccc1-2	-0.9	2.1	0.3	0.4	-0.2	3.7	0.7	4.9	-4.9	4.4
O=C(Nc1cccc(S(=O)(=O)Nc2ccccc2Cl)c1)c1ccc(Cl)nc1	-3.7	4.2	20.5	-1.4	0.8	-0.4	-0.4	-9.1	2.0	-2.8
CCCC(CCC)C(=O)Nc1c[nH]c(=O)[nH]c1=O	1.3	-8.7	-1.8	3.7	-0.4	-0.3	-0.1	-6.8	1.8	2.6
Nc1cc(N)nc(SCc2ccc(Cl)cc2)n1	-3.7	-6.8	3.4	-1.7	0.5	1.5	0.5	-11.7	-2.5	0.5
O=C(O)c1ccc(Cl)c(S(=O)(=O)N(Cc2ccccc2)c2ccc(Cl)cc2)c1	-0.9	-2.0	7.8	3.5	0.2	0.1	-0.4	-2.5	2.1	0.0
CC1CC(OC(=O)C(O)c2ccccc2)CC(C)(C)N1C (centres undefined)	-1.8	-8.0	2.9	-4.3	-0.9	-1.7	-1.2	-6.3	-1.2	1.5
O=C(OCC(=O)N1CCN(c2ccccc2)CC1)c1ncc(Cl)c(Cl)c1Cl	-5.4	-11.4	1.3	-0.9	-0.6	1.1	0.9	-6.9	-4.2	-0.7
CCOC(=O)c1ccc(N(CC(=O)NCC2CCCO2)C(=O)CCC(=O)Nc2cc(C)on2)cc1 (centres undefined)	-2.8	-1.2	-0.1	-2.0	0.2	-0.1	-0.8	-9.8	0.7	0.7
CC1CCN(C(=O)COC(=O)CCC(=O)c2cccs2)CC1	-4.9	-15.7	1.4	-2.3	-0.4	-0.5	1.4	1.0	0.7	0.5
Cc1cccc(C)c1NC(=O)C(c1ccccc1)N1CCN(C/C=C/c2ccccc2)CC1 (centres undefined)	-0.8	2.9	-1.3	-6.2	-0.4	-1.6	0.6	·	-14.4	-5.1
Cn1c(=O)c2cc(S(=O)(=O)NCCC(=O)Nc3ccc(F)cc3F)ccc2n(C)c1=O	3.6	-4.1	-1.6	-0.6	-0.5	-0.3	-0.1	-3.3	8.0	-0.7
CC(C)C1N=C2c3ccccc3N=C(SCC(=O)c3ccc(O)c(O)c3)N2C1=O (centres undefined)	-5.8	-66.5	2.8	-2.2	0.5	28.2	·	12.4	11.4	3.4
O=C(COc1ccc(F)c(Cl)c1)c1ccc[nH]1	-2.9	3.7	-0.7	-12.0	-0.2	0.8	1.5	-9.7	-5.2	-0.2
CN(C)S(=O)(=O)c1cccc(NC(=O)c2cc3c(cc2Cl)N2CCCCCC2=NS3(=O)=O)c1	2.1	19.1	-1.3	-6.2	-0.6	1.5	-0.4	-5.3	-2.6	-0.7
COc1ccc(Cc2nnc(SCC(=O)N3CCc4ccccc4C3)o2)cc1	-13.6	2.0	4.1	-1.1	-0.8	-0.3	2.6	-11.6	-4.5	-6.1
O=C1c2ccc([N+](=O)[O-])cc2C(=O)N1CNc1ccccn1	-4.0	-1.2	-3.9	3.6	-0.3	-0.3	0.5	-2.2	1.3	2.1
CCOc1ccc(N(C)S(=O)(=O)c2cc(-c3cc(C)no3)ccc2C)cc1	-3.1	5.4	7.8	8.7	-0.5	3.1	11.9*	-18.8	4.5	2.7
O=C(Nc1nccs1)c1ccc([N+](=O)[O-])cc1Cl	-5.8	1.8	-30.9	-0.5	-0.4	-4.0	-0.2	-3.7	4.0	-5.9
COc1ccc(C2CCCN2C(=S)Nc2cccc(Cl)c2)cc1OC (centres undefined)	-3.4	-2.1	0.0	-5.1	1.2	0.6	-1.1	-10.4	-4.9	-0.1

# In the list so far, 3 have an aryl methoxy group:
structure	MsrA act	NRP1-CendR mod	SUMO1-SIM PPI	eLon inh	TbMetRS inhib	LMPTP block	MsrA inhibitor	Scp1 inh	DNMT1 block	STEP inh
COc1ccccc1NC(=O)C(=O)c1cn(CC(=O)N2CCOCC2)c2ccccc12	-3.4	14.3	-14.3	-8.1	0.3	1.5	2.2	0.0	3.2	1.2
COc1ccc(Cc2nnc(SCC(=O)N3CCc4ccccc4C3)o2)cc1	-13.6	2.0	4.1	-1.1	-0.8	-0.3	2.6	-11.6	-4.5	-6.1
COc1ccc(C2CCCN2C(=S)Nc2cccc(Cl)c2)cc1OC (centres undefined)	-3.4	-2.1	0.0	-5.1	1.2	0.6	-1.1	-10.4	-4.9	-0.1

# Further entries
structure	MsrA act	NRP1-CendR mod	SUMO1-SIM PPI	eLon inh	TbMetRS inhib	LMPTP block	MsrA inhibitor	Scp1 inh	DNMT1 block	STEP inh
CCOC(=O)CN(C(=O)CSc1nnc(COc2ccc(OC)cc2)n1CC)c1ccccc1	-3.6	7.4	-1.5	-11.2	-0.7	0.0	-0.5	-4.0	-4.5	0.1
O=C(Nc1ccc(NC(=O)C2CCCCC2)nc1)c1cccs1	-7.0	-7.2	1.6	-2.1	-0.9	0.1	-0.5	-8.0	-0.4	2.0
CC(Sc1nc2ccccc2c(=O)n1CCCN1CCOCC1)C(=O)N1CCc2ccccc21 (centres undefined)	-2.3	0.8	-1.9	1.3	0.0	-0.5	0.3	1.3	-0.9	0.6
N#Cc1ccccc1OCC(=O)NNC(=O)CCNC(=O)c1ccccc1	-10.2	9.8	0.8	-5.0	-0.5	-0.2	-0.7	-0.2	1.6	-2.6
c1cncc(CNCc2ccco2)c1	2.0	-5.0	4.9	1.3	-0.1	-2.6	-0.4	1.4	-8.0	0.7
N#Cc1cc2cc3c(cc2nc1SCC(=O)OC1CCCCC1)OCO3	-4.8	2.4	-8.0	-6.1	-0.8	1.0	-0.6	-10.4	-3.4	9.8
Cc1ccc(NC(=S)Nc2ccc(F)cc2)cc1C	-8.8	-14.6	1.3	-5.7	-0.7	-0.9	0.2	5.5	5.2	-0.9
CC(=O)NNc1nc(-c2ccccc2)c2cc(Br)ccc2n1	-2.6	-0.7	-20.8	0.1	-0.5	-0.9	0.9	-10.8	5.4	-3.5
C[C@H](CO)N1C[C@H](C)[C@@H](CN(C)Cc2ccc(C(=O)O)cc2)Oc2ccc(NC(=O)Cn3cnnn3)cc2C1=O	-2.9	-8.0	3.2	-13.5	-1.9	-2.8	0.3	-1.9	7.5	1.5
CCOC(=O)N/N=C\c1ccc(-c2cccc(C(F)(F)F)c2)o1	-5.0	2.0	-14.0	-8.4	0.9	0.6	2.5	4.6	1.3	-0.7
CC(C)CCNC(=O)CN(Cc1ccccc1)C(=O)CCC(=O)Nc1ccccn1	-2.3	4.5	0.8	0.7	-0.3	-1.1	-0.2	-3.0	1.5	-0.3
COc1ccc(C2CC(c3cccs3)=NN2c2nc(-c3ccccc3)cs2)cc1OC (centres undefined)	-12.2	-10.2	-11.0	-17.9	-0.9	-0.3	0.9	0.4	-19.9	4.7
CN(CC(=O)Nc1c(Cl)cccc1Cl)C(=O)Cc1cccs1	-1.9	0.3	-4.3	-10.2	-0.6	0.5	1.0	-0.1	-7.7	0.4
COc1cccc(N2C(=O)CC(N3CCN(S(=O)(=O)c4ccccc4[N+](=O)[O-])CC3)C2=O)c1 (centres undefined)	-1.2	-5.1	-6.7	3.0	-0.3	1.2	-0.8	8.5	-2.1	-1.1
CSc1nc(N)nc2c1ncn2CC(=O)NCCNc1ccc([N+](=O)[O-])cn1	-4.4	-1.1	10.5	-1.9	1.0	-2.0	1.4	-7.7	3.5	-1.5
O=C(Nc1ccc(F)cc1)c1cccc(NC(=O)C2C3CC4OC(=O)C2C4C3)c1 (centres undefined)	-0.1	-8.2	6.3	-1.4	-0.7	-1.1	0.6	-7.0	-2.8	-5.1

# An excerpt of these results, field by field.
C[C@H](CO)N1C[C@H](C)[C@@H](CN(C)Cc2ccc(C(=O)O)cc2)Oc2ccc(NC(=O)Cn3cnnn3)cc2C1=O
  MsrA act: -2.9; NRP1-CendR mod: -8.0; SUMO1-SIM PPI: 3.2; eLon inh: -13.5; TbMetRS inhib: -1.9; LMPTP block: -2.8; MsrA inhibitor: 0.3; Scp1 inh: -1.9; DNMT1 block: 7.5; STEP inh: 1.5

Cc1ccc(NC(=S)Nc2ccc(F)cc2)cc1C
  MsrA act: -8.8; NRP1-CendR mod: -14.6; SUMO1-SIM PPI: 1.3; eLon inh: -5.7; TbMetRS inhib: -0.7; LMPTP block: -0.9; MsrA inhibitor: 0.2; Scp1 inh: 5.5; DNMT1 block: 5.2; STEP inh: -0.9

# Screening data deposited in PubChem BioAssay by several laboratories.
